# Growth percent in the NCI-60 one-dose screen (48 h, 10 µM unless noted): 100 = growth as untreated, 0 = no growth, -100 = all killed.
# T-47D: T-47D breast cancer. 79,000 compounds, 5% hits. AID 1794792
# MDA-MB-468: MDA-MB-468 breast cancer; 78,000 compounds, 8.5% hits; AID 2202374
# MCF7: MCF7 breast cancer | 82,000 compounds, 6.3% hits
# MDA-MB-231: MDA-MB-231 breast cancer | 81,000 compounds, 5% hits | AID 1794789
# HS 578T: HS 578T breast cancer; 78,000 compounds, 4.1% hits
# BT-549: BT-549 breast cancer. 78,000 compounds, 4.4% hits. AID 1794793
# LOX IMVI: LOX IMVI melanoma; 79,000 compounds, 7.4% hits; AID 1794757
# MALME-3M: MALME-3M melanoma | 78,000 compounds, 5.8% hits | AID 1794766
# An asterisk follows results filed as active; . = not tested or not shown; & = joins results of further samples. Rule for the calls: active = growth percent below 10; inactive = the rest.
1) CCOC(=O)CC1CSC(N/N=C/c2ccc(F)c(F)c2)=N1 (stereo unspecified)
2) O=C(/C=C/c1cccc(C(F)(F)F)c1)Nc1ncc(Cc2cccc(Cl)c2)s1
3) CCOC(=O)c1csc(NC(=O)c2ccc(N3CCOCC3)c([N+](=O)[O-])c2)n1
4) O=C1OC(=O)C2C3CCC(C3)C12 (stereo unspecified)
5) COc1ccc(OC)c(NC(=O)SC(C)C)c1
6) Cc1ccc(S(=O)(=O)N/N=C2/CCc3ccccc32)cc1
7) CC1C(=O)C=CN2CC(c3ccc(F)cc3)=CCC12 (stereo unspecified)
8) N#CCCN(C(=S)Nc1ccc(Cl)c(Cl)c1)C1CCCCC1

screen / no.	1	2	3	4	5	6	7	8
LOX IMVI	100	93	99	102	.	95	104	90
MALME-3M	101	109	95	112	106	93	101	86
MDA-MB-231	112	101	107	104	94	92	99	99
T-47D	101	74	105	109	99	104	84	76
MCF7	101	45	96	93	92	100	93	94
HS 578T	104	101	92	102	92	96	109	107
MDA-MB-468	119	87	91	99	97	105	112	82
BT-549	101	105	106	108	111	82	92	101

9) COc1ccc(C(=O)n2nc(-c3ccccc3)nc2N)cc1OC
10) CCc1ccc(Nc2nc(Nc3cnc4ccccc4c3)c3[nH]cnc3n2)cc1
11) COc1cc(C=C2C(=O)N(C)C(=O)N(C)C2=O)cc(CN2CCOCC2)c1O
12) O=[N+]([O-])c1cccnc1Oc1cccnc1
13) C=C(C)[C@@H]1CC[C@]2(C(N)=O)CC[C@]3(C)[C@H](CC[C@@H]4[C@@]5(C)C/C(=C/c6ccccn6)C(=O)C(C)(C)[C@@H]5CC[C@]43C)[C@@H]12
14) CN1C(=O)NC(=NCc2ccccc2)C1NCc1ccccc1 (stereo unspecified)
15) FC(F)(F)c1ccc(-c2cn3nc(-c4c[nH]c5ccc(Br)cc45)sc3n2)cc1
16) CCOC(=O)Cn1c(COc2cccc3ccccc23)nc2ccccc21

screen / no.	9	10	11	12	13	14	15	16
LOX IMVI	92	64	95	86	47	101	88	77
MALME-3M	102	102	97	126	102	137	90	78
MDA-MB-231	85	64	107	132	78	95	88	62
T-47D	56	58	94	109	41	82	68	70
MCF7	44	60	94	102	19	98	75	94
HS 578T	92	61	100	113	67	110	89	86
MDA-MB-468	69	85	100	105	53	102	103	82
BT-549	95	73	104	166	73	83	105	75

17) Cc1cc(C)c2c(n1)sc1c(Nc3ccc(O)cc3)ncnc12
18) CN(C)c1nc(C(=O)O)cc(=O)[nH]1
19) CCOCCCn1c(-c2ccoc2C)nnc1N1CCN(C(C)C(F)(F)F)CC1 (stereo unspecified)
20) CC1(c2ccccc2O)NN=C(N)N1C(Cc1c[nH]c2ccccc12)C(=O)O (stereo unspecified)
21) O=Cc1cc2ccccc2nc1N1C(=O)CC(=O)NC1=O
22) CC(=O)n1cc(C2CC(=O)OC3=C2CC(=O)C(C)(C)C3)c2ccccc21 (stereo unspecified)
23) O=C(CC(c1ccccc1)C(C(CC(=O)c1ccccc1)c1ccccc1)[N+](=O)[O-])c1ccccc1 (stereo unspecified)
24) CCc1nnc(NC(=O)c2ccoc2COc2ccc(C)cc2)s1

screen / no.	17	18	19	20	21	22	23	24
LOX IMVI	13	93	.	92	62	103	60	.
MALME-3M	64	91	99	87	95	94	82	89
MDA-MB-231	59	99	102	97	89	118	71	90
T-47D	40	107	104	44	100	102	71	95
MCF7	20	90	95	92	101	97	76	94
HS 578T	83	100	100	88	95	100	84	98
MDA-MB-468	24	95	105	104	101	99	96	120
BT-549	51	104	101	109	92	120	93	97

25) Cc1ccc(CN(C2CCS(=O)(=O)C2)S(=O)(=O)c2ncsc2-c2ccccc2)cc1 (stereo unspecified)
26) CCC(C)Oc1cc(/C=N/NC(=O)c2cnn(CC(O)c3ccccc3)c2N)ccc1OC (stereo unspecified)
27) CCOC(=O)C(CCc1ccccc1)C(C)=O (stereo unspecified)
28) Cc1c(OCC(F)(F)F)ccnc1CS(=O)c1nc2ccccc2[nH]1 (stereo unspecified)
29) O=C(Nc1nc(-c2ccc(Br)cc2)cs1)c1cc(-c2ccc(Cl)cc2)nc2ccc(Cl)cc12
30) COc1ccc2c(c1)CC/C(=C\c1ccc(OCC(=O)Nc3nc4ccccc4s3)cc1)C2=O
31) CCn1c(Sc2nnc(NC(=O)CSC(=S)N3CCOCC3)s2)nc2c1c(=O)n(C)c(=O)n2C
32) O=C1CC(c2ccc(Cl)cc2)Cc2oc3cc(O)c(O)cc3c21 (stereo unspecified)

screen / no.	25	26	27	28	29	30	31	32
LOX IMVI	103	87	95&88	99&99	88	-89*	98	78
MALME-3M	111	104	106&135	105&99	89	92	106	102
MDA-MB-231	105	87	101&95	111&83	63	83	98	74
T-47D	105	.	90&90	127&96	43	88	88	70
MCF7	94	91	99&102	.	63	98	94	72
HS 578T	105	75	94&109	109&114	86	73	92	93
MDA-MB-468	100	89	96&110	108&96	77	.	99	68
BT-549	121	74	102&96	112&88	98	84	101	69

33) CN(C)c1ccccc1C(=O)NNC(=S)Nc1ccccc1
34) COc1ccc(C2N(c3ccc(C)cc3)N=C(C(C)=O)N2[C@H]2[C@H](OC(C)=O)O[C@H](COC(C)=O)[C@@H](OC(C)=O)[C@@H]2OC(C)=O)cc1 (stereo partly specified)
35) Cc1ccc(S(=O)(=O)OC(CCC#N)C(CCC#N)OS(=O)(=O)c2ccc(C)cc2)cc1 (stereo unspecified)
36) CC1=Nc2cnc(Nc3ccc(N4CCOCC4)cc3)nc2Nc2ccccc21
37) CC(C)[C@@]12c3[nH]c4ccccc4c3CCN1C(=O)[C@H]2Oc1ccc(Cl)cc1
38) CC(=O)Nc1ccc(-c2nc3ccc(-c4ccc(O)cc4)cc3[nH]2)cc1
39) C=CCCCCCCCCC(=O)OC1CCCC1
40) S=C(NNC(=S)Nc1ccc(Cl)cc1)NNc1ccccc1

screen / no.	33	34	35	36	37	38	39	40
LOX IMVI	91	78	95	83	85	.	98	104&93
MALME-3M	92	110	109	93	114	83	101	96&102
MDA-MB-231	98	82	97	87	81	63	112	100&89
T-47D	87	52	80	82	83	75	110	97&88
MCF7	87	65	101	86	90	46	102	91&96
HS 578T	119	70	95	65	88	66	109	113&121
MDA-MB-468	100	74	85	105	85	76	109	119&107
BT-549	99	79	96	104	95	73	118	99&108

41) C=C1C(=O)O[C@H]2[C@H]1CC/C(COC(=O)/C=C\C(=O)O)=C\CC[C@@]1(C)O[C@@H]21
42) COc1ccccc1-c1ccc2nc(NC(=O)Nc3cc(C(F)(F)F)cc(C(F)(F)F)c3)sc2c1
43) Nc1c(C(=O)O)c(Br)cc2c1C(=O)c1ccccc1C2=O
44) COc1cccc(C(=O)N(c2ccc(F)cc2)C(C(=O)NC(C)(C)C)c2cc3c(C)cc(C)cc3nc2Cl)c1 (stereo unspecified)
45) COc1ccc2cc([C@H](C)C(=O)N/N=C/c3ccc(Br)cc3)ccc2c1
46) CC1=C(C)C(=O)C(N2CCC(C(N)=O)CC2)=CC1=O
47) O=C1C=CC(=O)N1c1ccc2ccccc2c1
48) COc1cc(OC)c(S(=O)(=O)NNC(=O)c2ccncc2)cc1C(C)=O

screen / no.	41	42	43	44	45	46	47	48
LOX IMVI	99	5.0*	96	60	.	79	78&92	110
MALME-3M	100	-13*	109	80	95	94	31&69	106
MDA-MB-231	103	-64*	78	39	.	93	96&111	104
T-47D	100	-14*	83	33	90	100	89&89	95
MCF7	94	4.1*	79	44	91	92	106&95	92
HS 578T	103	-0.7*	96	77	.	115	103&94	104
MDA-MB-468	110	-8.2*	105	37	100	67	63&51	92
BT-549	103	13	74	79	104	126	103&114	128

49) O=C1OCC2=C1C(c1cccc(Cl)c1)c1cc3c(cc1N2CCO)OCO3 (stereo unspecified)
50) C/C=C(/C)C(=O)O[C@@H]1CC(C)(C)CC2C34OC(=O)[C@@]21CC[C@@]3(C)[C@]1(C)CCC2C(C)(C)C(=O)CC[C@]2(C)C1C[C@@H]4O (stereo partly specified)
51) CCC(N)CCC(=O)O (stereo unspecified)
52) CN(C)C(=O)COc1ccc(N)cc1
53) COc1ccc(CCc2ccccn2)cc1
54) O=C(O)c1ccc(S(=O)(=O)NC2CCCCC2)cc1
55) Cc1c(Cc2ccccc2)sc2nc(=O)c3cn(C)nc3n12
56) CC(C)CCNCCO

screen / no.	49	50	51	52	53	54	55	56
LOX IMVI	43	33	94	93	96	94	101	99
MALME-3M	.	85	99	103	106	96	104	127
MDA-MB-231	32	58	113	101	103	106	107	128
T-47D	63	47	103	86	88	97	83	104
MCF7	24	67	99	87	97	95	94	104
HS 578T	-5.2*	78	112	112	101	95	104	108
MDA-MB-468	-10*	13	109	105	99	107	121	104
BT-549	60	43	100	.	102	105	96	105

57) O=C(NCCc1c[nH]c2ccccc12)c1ccc(S(=O)(=O)NCc2ccco2)cc1
58) O=C(Cc1ccccc1)Nc1ccc(Br)cc1
59) O=C(Nc1ccccc1Cl)c1c[nH]c(=O)c(-c2ccc(N3CCCOC4(CC4)C3)cc2)c1
60) COc1ccc2nc(Cl)c(/C=C3\CC(c4ccccc4)=NN(c4ccccc4)C3=O)cc2c1
61) CNC1=C(Br)C(=O)c2c(C(=O)OC)c(C)nc(C)c2C1=O
62) CCCCCCCOC(=O)NC1c2ccccc2Oc2ccccc21
63) CC(=O)Oc1ccc(/C=C/C(=O)N[C@@H](Cc2ccccc2)C(O)C(=O)NCc2ccccc2)cc1OC(C)=O (stereo partly specified)
64) COCCOc1ccc(-c2csc(NC(=O)CN3CCN(CCO)CC3)n2)cc1NS(=O)(=O)c1cccc2c(N(C)C)cccc12

screen / no.	57	58	59	60	61	62	63	64
LOX IMVI	86	.	47	78	35	92	.	12
MALME-3M	93	92	70	45	-27*	100	87	40
MDA-MB-231	84	.	78	52	72	93	73	79
T-47D	88	60	31	73	63	79	91	84
MCF7	82	86	40	82	45	89	82	94
HS 578T	108	.	87	33	72	96	85	70
MDA-MB-468	.	87	9.4*	75	27	103	78	61
BT-549	96	98	56	43	104	100	82	96

# Single records, from the list above. Values in the order: LOX IMVI	MALME-3M	MDA-MB-231	T-47D	MCF7	HS 578T	MDA-MB-468	BT-549
# Entry for O=C(NCCc1c[nH]c2ccccc12)c1ccc(S(=O)(=O)NCc2ccco2)cc1 = 86	93	84	88	82	108	.	96
# Entry for O=C(Cc1ccccc1)Nc1ccc(Br)cc1 = .	92	.	60	86	.	87	98

# Other entries:
65) CCN(CC)CCN1C(=O)c2c(c3c4ccccc4[nH]c3c3ccc4ccccc4c23)C1=O
66) CCCCCCCCCCOC(C)=O
67) CSc1nc(N)nc(N)n1
68) COC(=O)c1ccc(Cn2c(-c3ccccc3)cc(-c3ccccc3)c(C#N)c2=O)cc1
69) Cc1cc(NC(=O)c2ccc(-c3ccccc3)cc2)no1
70) O=C(CCCN1CCC2(CCCCC2)CC1)c1ccc(F)cc1
71) O=C(O)c1c[nH]c2c([N+](=O)[O-])cccc2c1=O
72) CC(C)(C)C(=O)CC(c1ccccc1)c1ccccc1
73) Nc1nc(-c2ccc3ccccc3c2)nn1-c1nc2ccccc2s1
74) NS(=O)(=O)c1ccc(NC(=O)CSc2ccc(-c3ccc(Br)cc3)nn2)cc1

screen / no.	65	66	67	68	69	70	71	72	73	74
LOX IMVI	-88*	108	100	96	57	.	99	101	97	69
MALME-3M	-86*	108	85	106	86	.	193	102	103	65
MDA-MB-231	-79*	107	93	92	60	102	.	97	97	98
T-47D	49	100	103	84	48	97	124	97	103	98
MCF7	-51*	94	100	85	43	100	85	92	82	80
HS 578T	87	101	97	99	77	104	116	97	96	102
MDA-MB-468	79	110	110	.	22	82	.	99	112	104
BT-549	84	118	110	101	84	86	110	119	97	122

# Compounds shown so far that contain an aryl methoxy group:
5) COc1ccc(OC)c(NC(=O)SC(C)C)c1
9) COc1ccc(C(=O)n2nc(-c3ccccc3)nc2N)cc1OC
11) COc1cc(C=C2C(=O)N(C)C(=O)N(C)C2=O)cc(CN2CCOCC2)c1O
26) CCC(C)Oc1cc(/C=N/NC(=O)c2cnn(CC(O)c3ccccc3)c2N)ccc1OC (stereo unspecified)
30) COc1ccc2c(c1)CC/C(=C\c1ccc(OCC(=O)Nc3nc4ccccc4s3)cc1)C2=O
34) COc1ccc(C2N(c3ccc(C)cc3)N=C(C(C)=O)N2[C@H]2[C@H](OC(C)=O)O[C@H](COC(C)=O)[C@@H](OC(C)=O)[C@@H]2OC(C)=O)cc1 (stereo partly specified)
42) COc1ccccc1-c1ccc2nc(NC(=O)Nc3cc(C(F)(F)F)cc(C(F)(F)F)c3)sc2c1
44) COc1cccc(C(=O)N(c2ccc(F)cc2)C(C(=O)NC(C)(C)C)c2cc3c(C)cc(C)cc3nc2Cl)c1 (stereo unspecified)
45) COc1ccc2cc([C@H](C)C(=O)N/N=C/c3ccc(Br)cc3)ccc2c1
48) COc1cc(OC)c(S(=O)(=O)NNC(=O)c2ccncc2)cc1C(C)=O

screen / no.	5	9	11	26	30	34	42	44	45	48
LOX IMVI	.	92	95	87	-89*	78	5.0*	60	.	110
MALME-3M	106	102	97	104	92	110	-13*	80	95	106
MDA-MB-231	94	85	107	87	83	82	-64*	39	.	104
T-47D	99	56	94	.	88	52	-14*	33	90	95
MCF7	92	44	94	91	98	65	4.1*	44	91	92
HS 578T	92	92	100	75	73	70	-0.7*	77	.	104
MDA-MB-468	97	69	100	89	.	74	-8.2*	37	100	92
BT-549	111	95	104	74	84	79	13	79	104	128

53) COc1ccc(CCc2ccccn2)cc1
60) COc1ccc2nc(Cl)c(/C=C3\CC(c4ccccc4)=NN(c4ccccc4)C3=O)cc2c1

screen / no.	53	60
LOX IMVI	96	78
MALME-3M	106	45
MDA-MB-231	103	52
T-47D	88	73
MCF7	97	82
HS 578T	101	33
MDA-MB-468	99	75
BT-549	102	43

# High-throughput results (PubChem)
